Compound activity from PubChem BioAssay.
PostGolgi ctrl: growth inhibition of yeast control strain, primary screen, counter-screen for post-Golgi transport modulator project. AID 738, 2007. 98,000 tested, 5% active. inhibition, % at 10 µM. efflux-deficient yeast background strain, growth absorbance A615, 16 h; in the data active means inhibition above about 30%
sEH inh: soluble epoxide hydrolase inhibitors, primary screen, biochemical, human sEH. Bifunctional epoxide hydrolase 2 (Homo sapiens), P34913. recombinant human sEH enzymatic activity assay. inhibition, % at 2 µM. 91,000 tested, 0.34% active. AID 707, 2007; in the data active means inhibition above about 80%; further: values of inactives mirror those of a sister screen read the other way; many of its hits are not listed in these tables
Target sequence (P34913 whole entry, looked up): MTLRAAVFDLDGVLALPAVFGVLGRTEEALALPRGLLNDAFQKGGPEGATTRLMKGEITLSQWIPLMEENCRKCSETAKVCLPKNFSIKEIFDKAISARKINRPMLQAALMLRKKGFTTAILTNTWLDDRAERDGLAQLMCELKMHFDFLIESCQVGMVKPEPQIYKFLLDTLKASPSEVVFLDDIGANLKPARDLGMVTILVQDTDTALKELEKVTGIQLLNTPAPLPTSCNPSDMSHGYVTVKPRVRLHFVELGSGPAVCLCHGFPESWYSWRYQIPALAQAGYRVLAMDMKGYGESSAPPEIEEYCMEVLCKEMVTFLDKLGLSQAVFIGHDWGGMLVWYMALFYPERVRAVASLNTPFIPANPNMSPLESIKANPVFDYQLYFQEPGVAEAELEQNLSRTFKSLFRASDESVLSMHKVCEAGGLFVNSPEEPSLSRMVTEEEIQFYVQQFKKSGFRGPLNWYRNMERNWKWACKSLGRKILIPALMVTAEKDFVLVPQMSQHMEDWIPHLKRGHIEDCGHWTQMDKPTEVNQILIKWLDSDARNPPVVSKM
H69AR growth 86K: proliferation blockers of H69AR lung cancer cells, primary screen, cell-based, human, 86K library | 85,000 tested, 6% active | H69AR lung tumor viability, ATP luminescence, 72 h; stronger effect = lower value | viability, % at 10 µM;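 active means viability at or below 40%; inactive means viability above 40%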;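 further: multidrug resistant small cell line overexpressing MRP-1 efflux transporter; 100% = mean luminescence of untreated control wells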
HUVEC prolif 384: inhibitors of HUVEC proliferation, primary screen, cell-based, 384-well; CellTiter-Glo luminescence, 72 h; stronger effect = lower value; viability, % at 10 µM (by protocol); 86,000 tested, 1.1% active; AID 648, 2007;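 active means viability at or below 30%; inactive means viability above 30%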;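 further: 100% = median luminescence of DMSO-only cell control wells on each plate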
S1P2 agonist: S1P2 receptor agonists, primary screen, cell-based. Sphingosine 1-phosphate receptor 2 (Homo sapiens), O95136. S1P2-expressing cell line, agonist reporter read-out. activation, % at 4.5 µM. 97,000 tested, 0.46% active. AID 729, 2007; in the data active means activation above about 16%;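 further: 0% = vehicle low control and 100% = maximal reference agonist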
Target sequence (O95136 whole entry, looked up): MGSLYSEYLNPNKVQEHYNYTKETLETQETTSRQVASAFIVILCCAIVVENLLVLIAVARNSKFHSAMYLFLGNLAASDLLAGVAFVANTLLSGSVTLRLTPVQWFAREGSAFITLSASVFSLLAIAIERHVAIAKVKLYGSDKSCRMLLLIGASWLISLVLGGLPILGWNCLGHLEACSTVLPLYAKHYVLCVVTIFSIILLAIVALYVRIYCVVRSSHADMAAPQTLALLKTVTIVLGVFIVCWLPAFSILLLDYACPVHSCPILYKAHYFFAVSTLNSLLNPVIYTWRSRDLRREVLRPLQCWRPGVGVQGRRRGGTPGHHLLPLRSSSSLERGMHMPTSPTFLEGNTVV
Lung fibro prol: antiproliferative effect on LL 47 fibroblasts – human, LL 47 cells, CellTiter-Glo luminescence, primary screen; LL 47 human lung fibroblast viability, ATP luminescence; stronger effect = lower value; viability, % at 10 µM; 85,000 tested, 1.1% active; AID 719, 2007;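 active means viability at or below 50% in the single dose screen; inactive means viability above 50%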;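 further: compound exposure lasted 72 h before the ATP readout; 100% = median luminescence of untreated cell-only wells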
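Material: human lung fibroblast line LL 47, low passage; Evaluation: viability percentage against median untreated-cell control; Buffer or medium: 15% FBS in IMEM; Incubation: 72 h compound exposure at 37 °C after overnight plating; Dosing: 0.1% DMSO in all compound wells; Measured by: CellTiter-Glo luminescence.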
LYP act: LYP phosphatase activators, primary screen, biochemical, DiFMUP fluorescence, 2 µM; Tyrosine-protein phosphatase non-receptor type 22 (Homo sapiens), Q9Y2R2; recombinant LYP; 0 = plate median, 100 = signal doubled; activation, % at 2 µM; 96,000 tested, 0.11% active; AID 697, 2007;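 active means activation at 2 µM above a set limit, the mean plus 5 SD, cut at about 37% in these data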
sEH activator: soluble epoxide hydrolase activators, primary screen, biochemical, human sEH. Bifunctional epoxide hydrolase 2 (Homo sapiens), P34913. activation, % at 2 µM. 91,000 tested, 0.04% active. purified human sEH enzymatic activity, activator screen; in the data active means activation above about 37%; further: values of inactives mirror those of a sister screen read the other way
S1P2 blocker: human S1P2 receptor antagonists, primary screen, cell-based; inhibition, % at 5 µM; 97,000 tested, 0.21% active; Sphingosine 1-phosphate receptor 2 (Homo sapiens), O95136; cell-based S1P2 antagonist assay, inhibition at 5 uM; AID 736, 2007; in the data active means inhibition above about 45%;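 further: CRE beta-lactamase reporter cells expressing human S1P2 stimulated with S1P; 0% = agonist at EC80 alone and 100% = agonist plus reference antagonist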
An asterisk follows results filed as active; / = not tested or not shown. Some of the compounds tested; rates above refer to the full screens.

cpd	compound	PostGolgi ctrl	sEH inh	H69AR growth 86K	HUVEC prolif 384	S1P2 agonist
1	O=C1N=C(N2CCOCC2)S/C1=C/c1cccs1	13.0	3.0	/	/	-0.2
2	C=CCn1c(=O)/c(=C/c2ccc(C)o2)s/c1=C(/C#N)C(=O)c1ccccc1	4.4	9.2	101.7	75.0	-9.1
3	C=CCNC(=O)C1CC(=O)N(c2ccc(OCC(=O)Nc3ccccc3)cc2)C1 (configuration not stated)	7.9	10.0	86.9	90.2	-1.4
4	COc1ccc(NS(=O)(=O)Cc2ccccc2Cl)cn1	0.6	-7.6	91.3	85.1	-6.0
5	COC(=O)[C@H](CCSC)NC(=O)Nc1ccc(OC)cc1OC	8.7	-5.5	103.0	108.3	-8.3
6	COCc1cc(C)nc(NC2CCCCC2)c1C#N	11.0	0.6	100.2	100.1	-2.9
7	O=C(CSc1nc2ccccc2c(=O)n1CCCC(=O)N1CCCC1)NCc1ccco1	-3.6	4.9	75.7	94.5	-4.7
8	CC(=O)N1CCc2cc(S(=O)(=O)NCCC(=O)NC3CCCc4ccccc43)ccc21 (configuration not stated)	2.1	27.3	80.0	100.7	-4.3

cpd	Lung fibro prol	LYP act	sEH activator	S1P2 blocker
1	/	6.6	-2.2	9.9
2	98.0	-3.2	-9.6	-0.1
3	96.5	23.4	-6.5	11.7
4	100.0	-3.6	9.3	20.2
5	102.9	1.8	7.9	12.9
6	84.8	17.2	-0.3	-20.1
7	90.5	2.2	-7.1	4.4
8	86.9	5.4	-23.6	3.2

Continued.
cpd	compound	PostGolgi ctrl	sEH inh	H69AR growth 86K	HUVEC prolif 384	S1P2 agonist
9	COc1ccc(NC(=O)C23CCC(C)(C(=O)C2)C3(C)C)cc1 (configuration not stated)	1.1	-3.3	98.1	95.6	-4.8
10	O=C(Nc1cccc2ccccc12)N1CC=C(c2ccccc2)CC1	-3.7	36.0	70.7	82.8	-2.0
11	COc1ccc(-c2cc(-c3ccccc3)nc(-c3ccc4c(c3)NC(=O)CO4)c2)cc1	5.1	-9.9	/	/	-2.5
12	CC1CC(C)CN(C(=O)Cn2c(=O)n(CCCCC(=O)NC3CCCC3)c(=O)c3ccccc32)C1 (configuration not stated)	17.3	/	78.3	102.9	-3.8
13	Nc1nc(Sc2ccc(C(F)(F)F)cc2[N+](=O)[O-])n[nH]1	-1.4	9.3	106.9	99.4	-3.4
14	O=C(NN1C(=O)c2ccccc2NC1c1ccccc1OCc1ccccc1)c1ccncc1 (configuration not stated)	4.2	-7.7	/	/	-2.1
15	COc1ccc2c(c1)CCc1c(C(=O)NCc3ccco3)noc1-2	17.8	/	99.7	95.6	/
16	CCOc1cc(C)c(S(=O)(=O)NC2CCCCC2)cc1C	14.2	-7.7	99.0	100.3	-1.6

cpd	Lung fibro prol	LYP act	sEH activator	S1P2 blocker
9	100.7	13.3	1.3	4.6
10	111.9	0.8	-35.9	-16.9
11	/	-6.4	12.3	-13.3
12	100.4	3.6	/	21.2
13	95.8	5.8	-10.8	9.8
14	/	-4.3	9.0	12.9
15	106.0	/	/	/
16	92.5	2.4	7.0	2.1

Filtered by structure, those above containing a furan ring, fused or not
cpd	compound	PostGolgi ctrl	sEH inh	H69AR growth 86K	HUVEC prolif 384	S1P2 agonist
2	C=CCn1c(=O)/c(=C/c2ccc(C)o2)s/c1=C(/C#N)C(=O)c1ccccc1	4.4	9.2	101.7	75.0	-9.1
7	O=C(CSc1nc2ccccc2c(=O)n1CCCC(=O)N1CCCC1)NCc1ccco1	-3.6	4.9	75.7	94.5	-4.7
15	COc1ccc2c(c1)CCc1c(C(=O)NCc3ccco3)noc1-2	17.8	/	99.7	95.6	/

cpd	Lung fibro prol	LYP act	sEH activator	S1P2 blocker
2	98.0	-3.2	-9.6	-0.1
7	90.5	2.2	-7.1	4.4
15	106.0	/	/	/

(cont.)
cpd	compound	PostGolgi ctrl	sEH inh	H69AR growth 86K	HUVEC prolif 384	S1P2 agonist
17	Cc1cc(C)c2cc(CN(CCN3CCCC3)C(=O)Nc3ccc(F)cc3)c(=O)[nH]c2c1	-8.2	/	75.1	55.2	-1.6
18	Cc1cc2n(n1)C(c1ccc3c(c1)OCO3)Nc1c(C)cccc1-2 (configuration not stated)	17.4	-3.6	96.3	93.3	-8.4
19	COc1ccc(-n2c(Cc3cc(=O)[nH]c(=O)[nH]3)nnc2SCC(=O)Nc2ccccc2)cc1	4.2	11.9	87.1	86.6	-3.7
20	O=C(C(NS(=O)(=O)c1cccs1)c1ccccc1)N1CCN(c2ccccc2F)CC1 (configuration not stated)	17.7	44.2	96.8	80.3	0.8
21	Cc1[nH]c(=O)[nH]c(=O)c1CSc1nnc(CCCCCNC(=O)OC(C)(C)C)o1	5.6	-15.1	99.4	105.7	-4.0
22	O=C1C=C(NCc2ccco2)C2(CCCCC2)O1	0.1	3.3	90.2	90.0	-4.6
23	CC(C)(C)c1ccc(OCC(O)CS(=O)(=O)c2ccccn2)cc1 (configuration not stated)	3.2	-7.8	78.5	83.9	-5.0
24	CC(C)NC(=O)CN(Cc1ccccc1)S(=O)(=O)c1ccccc1	0.9	/	102.8	99.2	/

cpd	Lung fibro prol	LYP act	sEH activator	S1P2 blocker
17	94.4	2.0	/	-10.6
18	91.1	8.1	5.8	-6.2
19	95.6	-7.3	-11.3	2.1
20	98.1	-4.6	-43.1	-5.0
21	102.0	-0.6	13.0	-4.0
22	98.5	-3.1	-3.1	3.1
23	90.5	3.2	7.3	8.8
24	100.5	/	/	/

Additional results.
cpd	compound	PostGolgi ctrl	sEH inh	H69AR growth 86K	HUVEC prolif 384	S1P2 agonist
25	Cc1cc(C(=O)CSc2nc3ccccc3[nH]2)c(C)n1C	6.8	3.6	91.5	93.2	-7.2
26	COC(=O)CCC(=O)COc1ccccc1C#N	0.0	2.8	88.3	102.0	-1.8
27	CCOc1ccc(-c2cc(N)n(S(=O)(=O)c3ccc(OC)cc3)n2)cc1	-7.9	-3.4	76.2	86.7	-4.4
28	COc1cc2c(cc1NS(=O)(=O)N1CCCC1)oc1ccccc12	49.4*	-10.0	69.0	70.9	-6.6
29	COc1ccccc1OCCCCNC(C)(C)C	-2.5	3.2	81.8	103.5	-10.8
30	CCOC(=O)n1c(=O)n(Cc2ccccc2)c2ccccc21	11.8	5.8	/	/	-4.1
31	CCCOc1ccc2c3c(c(=O)oc2c1)CCCC3	16.6	1.8	/	/	-0.5
32	Cc1ccc(-c2c(C#N)c(N)nc3c2CCCC3)s1	6.6	-11.4	/	/	-3.4

cpd	Lung fibro prol	LYP act	sEH activator	S1P2 blocker
25	99.6	-3.1	-3.4	-0.7
26	104.0	10.0	-2.7	-13.1
27	100.6	0.3	2.3	-2.1
28	94.3	0.7	7.8	-1.8
29	96.6	11.1	-5.5	13.0
30	/	2.2	-4.2	-5.6
31	/	-1.9	-1.8	-8.6
32	/	10.5	8.1	-24.4

Next section.
cpd	compound	PostGolgi ctrl	sEH inh	H69AR growth 86K	HUVEC prolif 384	S1P2 agonist
33	O=C(NCc1ccc(Cl)cc1)c1cc(-c2cccs2)on1	14.3	/	93.2	95.9	-8.5
34	CC(N=C1NS(=O)(=O)c2ccccc21)C(=O)NCc1ccc2c(c1)OCO2 (configuration not stated)	-1.2	-0.9	93.8	106.0	-4.3
35	C=CCOc1c(Cl)cc(/C=N/O)cc1OC	11.4	5.0	73.5	95.6	0.7
36	Cc1cc(C)nc(N2CCCC(C(=O)Nc3cc(F)ccc3C)C2)n1 (configuration not stated)	30.1*	7.5	91.0	96.0	-4.6
37	CCCN1C(=O)C(NC(C)=O)c2ccccc21 (configuration not stated)	1.1	-6.6	92.7	83.6	-3.8
38	CC(C)N(Cc1nc(-c2ccccc2)no1)C(=O)C(C)(C)C	12.5	0.6	89.1	112.9	-4.9
39	C/C(=C1/SC(N2CCOCC2)=NC1=O)c1ccc(Br)cc1	9.8	-21.6	94.5	99.2	0.6
40	Cc1ccc2nc(SCC(=O)N3c4ccccc4CC3C)c(C)cc2c1 (configuration not stated)	28.0	-1.0	/	/	-9.9

cpd	Lung fibro prol	LYP act	sEH activator	S1P2 blocker
33	98.0	8.9	/	8.1
34	99.9	5.3	3.9	9.3
35	102.6	1.0	-5.2	15.2
36	98.2	1.1	-10.2	18.4
37	98.2	-3.7	6.0	-13.3
38	94.2	3.7	4.5	7.2
39	100.2	2.9	20.9	-25.6
40	/	-4.3	-1.0	7.6

Next section:
cpd	compound	PostGolgi ctrl	sEH inh	H69AR growth 86K	HUVEC prolif 384	S1P2 agonist
41	CCC(Cc1ccccc1)NC(=O)C1CCC(CNc2c(N3CCCC3)c(=O)c2=O)CC1 (configuration not stated)	3.5	-0.8	84.2	107.1	-5.4
42	COC(=O)c1sccc1NC(=O)Nc1cccc(Cl)c1Cl	33.6*	-9.7	/	/	-5.4
43	Cc1nc2ccccc2cc1OCc1ccccc1	11.8	3.3	/	/	-1.6
44	Cc1c(S(=O)(=O)N2CCN(c3cccc(C(F)(F)F)c3)CC2)c(=O)n(C)c(=O)n1C	6.7	7.0	93.7	95.0	-6.8
45	Cc1ncc(CC(=O)n2cc(C(=O)c3cc(F)ccc3O)cn2)s1	0.9	-3.1	95.5	86.2	-6.2
46	Fc1cccc(CN2CCN(c3ncccn3)CC2)c1	1.3	/	98.8	97.2	/
47	CC(Sc1ccc(Br)cc1)C(N)=O (configuration not stated)	3.6	6.9	84.0	98.0	-8.2
48	COc1ccc(Cc2nnc(NC(=O)Cc3cccs3)s2)cc1	2.3	/	98.2	92.2	/

cpd	Lung fibro prol	LYP act	sEH activator	S1P2 blocker
41	101.3	6.8	-0.8	4.6
42	/	10.7	7.8	-19.8
43	/	1.9	-2.7	30.9
44	92.9	-1.6	-7.7	-8.0
45	99.3	-13.1	6.0	13.2
46	106.0	/	/	/
47	90.9	-0.1	-5.3	-8.2
48	97.0	/	/	/

Results in sEH inh (two entries from above):
nr	molecule	sEH inh
41	CCC(Cc1ccccc1)NC(=O)C1CCC(CNc2c(N3CCCC3)c(=O)c2=O)CC1 (configuration not stated)	-0.8
42	COC(=O)c1sccc1NC(=O)Nc1cccc(Cl)c1Cl	-9.7

Reprinted at random: three compounds from above
cpd	compound	PostGolgi ctrl	sEH inh	H69AR growth 86K	HUVEC prolif 384	S1P2 agonist
46	Fc1cccc(CN2CCN(c3ncccn3)CC2)c1	1.3	/	98.8	97.2	/
48	COc1ccc(Cc2nnc(NC(=O)Cc3cccs3)s2)cc1	2.3	/	98.2	92.2	/
41	CCC(Cc1ccccc1)NC(=O)C1CCC(CNc2c(N3CCCC3)c(=O)c2=O)CC1 (configuration not stated)	3.5	-0.8	84.2	107.1	-5.4

cpd	Lung fibro prol	LYP act	sEH activator	S1P2 blocker
46	106.0	/	/	/
48	97.0	/	/	/
41	101.3	6.8	-0.8	4.6

(further entries)
cpd	compound	PostGolgi ctrl	sEH inh	H69AR growth 86K	HUVEC prolif 384	S1P2 agonist
49	CCC(=O)N1CCCc2cc(S(=O)(=O)NCc3cccs3)ccc21	1.2	/	89.8	93.0	/
50	CN(C)CCNC(=O)C(C(=O)c1ccccc1)n1ccccc1=O (configuration not stated)	11.3	8.3	93.3	96.7	-1.0
51	CCC(C)c1ccc(-c2cc(C(=O)OCC(=O)Nc3cc(C)on3)c3ccccc3n2)cc1 (configuration not stated)	3.0	1.5	9.5*	45.4	-0.5
52	Cc1ccc(-c2nc3ccccc3c(=O)n2CCCN2CCOCC2)cc1	7.8	-10.8	75.1	101.6	-4.7

cpd	Lung fibro prol	LYP act	sEH activator	S1P2 blocker
49	103.3	/	/	/
50	99.5	-12.9	-6.8	-4.1
51	80.5	2.3	0.5	-19.3
52	95.8	4.2	12.4	16.2
